Compound activity from PubChem.
TRPN1 ag: zebrafish TRPN1 (NompC) channel agonism. HEK293 zebrafish TRPN1-YFP, Fluo-8 calcium fluorescence; 100% = response to 87 µM carbachol. activation, % at 3 µM. 0.18% of 220,000 active. AID 1424;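 active = activation above its plate's cutoff, the mean activation of test wells on that plate plus 3 SD, cut at about 19% in these data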;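 also: 0% = DMSO alone and 100% = 87 µM carbachol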
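Control set: carbachol 87 µM as high control, DMSO as low control; system: HEK293 stable line with zebrafish TRPN1-YFP; read-out: % activation versus carbachol response; detection: intracellular calcium fluorescence with Fluo-8; doses: single test compound dose, 3 µM nominal, 0.3% DMSO; schedule: dye 1 h 37 °C plus 30 min RT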
PERK inhibitor: inhibitors of human PERK kinase | Q9NZJ5 | CHO PERK-DD fusion, SEAP luminescence translation reporter | inhibition, % at 5.6 µM | 0.17% of 220,000 active;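 active = inhibition above the mean inhibition of all tested compounds plus 3 SD, set separately per screening campaign, cut at about 2.9% in these data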;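 also: PERK kinase domain activated by AP20187 dimerizer at 100 nM; 0% = DMSO with dimerizer and 100% = rapamycin at 8.4 µM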
BaF3 parental: reduces parental Ba/F3 cell viability, JAK2V617F counter-screen. 1.1% of 220,000 active. CellTiter-Glo ATP luminescence. AID 1486. inhibition, % at 5.6 µM;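 active = inhibition above a per-campaign cutoff, the mean inhibition of all tested compounds plus 3 SD, cut at about 27% in these data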;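 also: 0% = DMSO wells and 100% = JAK Inhibitor I control wells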
TRPML3 agonist: agonists of human TRPML3 channel | HEK293 TRPML3-YFP, Fluo-8 calcium fluorescence; 100% = the carbachol control signal | activation, % at 3 µM | 0.29% of 220,000 active | AID 1448;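 active = activation above its plate's cutoff, the mean activation of the plate's test wells plus 3 SD, cut at about 12% in these data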;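 also: 0% = DMSO only wells and 100% = carbachol wells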
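Material: TRPML3-YFP stable HEK293 cells | Dosing: One concentration, 3 µM nominal, 0.3% DMSO | Timing: 125 s total fluorescence read per well | Technique: Fluo-8 calcium dye fluorescence, ex 470-495, em 515-575 nm | Measure: Percent activation from peak-to-basal fluorescence ratio, scaled between DMSO and carbachol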
Ba/F3 V617F tox: lowers viability of Ba/F3 cells expressing EpoR and JAK2V617F; ATP luminescence; AID 1446; 1.1% of 220,000 active; inhibition, % at 5.6 µM;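 active = inhibition above the campaign mean plus 3 SD over all tested compounds, cut at about 24% in these data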;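 also: cytokine-independent growth of Ba/F3 cells driven by EpoR plus mutant JAK2; 0% = DMSO-treated cells and 100% = JAK inhibitor I control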
S1P4 antag: human S1P4 receptor antagonism; O95977; S1P4-expressing cells, antagonist mode, reporter read-out; inhibition, % at 4.98 µM; 0.26% of 220,000 active; in the data active = inhibition above about 29%;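 also: 0% = wells stimulated with agonist and 100% = vehicle wells without agonist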
Target sequence (O95977 whole entry, looked up): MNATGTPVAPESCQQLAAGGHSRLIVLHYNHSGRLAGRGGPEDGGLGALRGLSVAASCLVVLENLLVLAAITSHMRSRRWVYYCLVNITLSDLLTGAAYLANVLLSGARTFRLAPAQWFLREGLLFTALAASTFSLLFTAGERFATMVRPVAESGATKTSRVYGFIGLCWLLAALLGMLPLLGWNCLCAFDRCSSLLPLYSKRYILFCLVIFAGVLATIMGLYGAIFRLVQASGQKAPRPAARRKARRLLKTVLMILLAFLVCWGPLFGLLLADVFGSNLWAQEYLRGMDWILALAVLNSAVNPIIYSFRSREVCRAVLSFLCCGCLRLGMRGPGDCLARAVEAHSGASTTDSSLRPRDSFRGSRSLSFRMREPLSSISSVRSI
S1P4 ag: agonists of human S1P4 receptor. S1P4-expressing cell line, agonist reporter assay. 0.35% of 220,000 active. activation, % at 4.98 µM; in the data active = activation above about 11%;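 also: 0% = DMSO vehicle and 100% = reference agonist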
EP2 modulator: modulators of human EP2 prostaglandin E2 receptor; EP2-expressing cells, cAMP HTRF FRET, PGE2 co-stimulation; induction, % at 25 µM; 0.83% of 260,000 active; AID 940;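 active = compounds whose cAMP rise, as percent of the full-agonist control response, exceeds 60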;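 also: rat C6 glioma line stably carrying human EP2 under a CMV promoter; the protocol text gives 20 µM as final concentration; 100% = response of wells given 1 µM PGE2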
Target sequence (P43116 whole entry, looked up): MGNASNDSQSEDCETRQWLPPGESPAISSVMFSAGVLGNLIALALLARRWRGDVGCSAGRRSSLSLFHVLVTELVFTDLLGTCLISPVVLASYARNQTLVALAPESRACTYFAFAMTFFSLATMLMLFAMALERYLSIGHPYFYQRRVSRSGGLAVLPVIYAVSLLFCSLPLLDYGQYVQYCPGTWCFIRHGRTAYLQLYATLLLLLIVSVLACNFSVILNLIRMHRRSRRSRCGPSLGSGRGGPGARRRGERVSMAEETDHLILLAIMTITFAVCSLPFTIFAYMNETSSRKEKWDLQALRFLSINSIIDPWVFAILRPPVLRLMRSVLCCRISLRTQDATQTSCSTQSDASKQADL
m-calpain inh: blocks pig calpain II enzyme activity; purified calpain II, fluorogenic peptide substrate, 30 min; 0.37% of 220,000 active; AID 1236; inhibition, % at 16 µM;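 active = inhibition above about 50%, limit read from the data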
The depositor's hits bear a star; . = no result given; & = joins results of further samples.

SMILES	TRPN1 ag	PERK inhibitor	BaF3 parental	TRPML3 agonist	Ba/F3 V617F tox	S1P4 antag	S1P4 ag	EP2 modulator	m-calpain inh
NC(=O)CSc1nnc(-c2ccc(S(=O)(=O)N3CCCC3)cc2)n1CC1CCCO1 (stereo not given)	3.8	1.1	7.3	0.7	1.1	-4.4	1.9	3.4&-6.4	-16.6
Cc1ccccc1-n1sc2cc(F)ccc2c1=O	12.3	1.2	2.6	7.7	0.3	-8.0	-0.1	-49.8	4.2
COc1ccc(-c2cc(C(F)F)n3ncc(C(=O)N4CCCc5ccccc54)c3n2)cc1	-0.5	1.2	-2.2	0.6	-2.5	-1.5	0.2	28.3	-14.7
N#Cc1cccnc1N1CCN(C(=O)COCC(=O)O)CC1	2.1	-0.4	-3.5	0.2	0.1	0.6	2.4	17.3	-101.2
COc1ccccc1N1CCN(C(=O)c2cc3c(=O)n(C)c4ccccc4c3n2C)CC1	-1.1	-0.2	2.7	-1.0	0.2	-16.0	-1.9	-8.4	0.9
Cc1ncc([N+](=O)[O-])n1CC(C)O (stereo not given)	1.0&0.8	1.5&0.0	-5.9&3.4	0.5&0.8	-1.6&0.8	-2.5&8.3	1.4&1.3	9.3&-29.2	11.3&14.2
Cc1ccc(C)c(-n2nnnc2Sc2nnnn2-c2ccccc2)c1	-0.8	1.0	4.2	-0.3	2.8	8.1	-0.5	18.9	-2.5
CC1=C(C(=O)OCCNC(=O)c2ccccc2O)C(c2ccccc2[N+](=O)[O-])C(C(=O)OCC2CCCO2)=C(C)N1 (stereo not given)	0.1	-1.0	11.0	-1.1	3.3	-15.9	0.4	15.2	3.4
O=S(=O)(c1ccc(Br)s1)N1CCN(Cc2ccc3c(c2)OCO3)CC1	-0.7	0.4	0.6	1.2	-4.5	-2.2	0.3	-23.7	-8.9
COc1ccc(Cl)c(Cn2c(NCCCO)nc3c2c(=O)n(C)c(=O)n3C)c1	-0.1	0.2	10.2	-0.1	0.6	-4.2	2.7	-16.0	-0.4
Cc1ccc(C)c(S(=O)(=O)NCCCn2ccnc2)c1	0.0	1.5	5.7	1.1	0.2	-23.6	0.8	15.5	-11.9
COc1cc(-n2c(=O)c3ccccc3n(CC(=O)c3ccc(F)cc3)c2=O)cc(OC)c1OC	0.7	1.2	12.3	0.8	5.5	-9.9	0.5	31.1	1.2
CCOCCn1c(SCC)nc2c1c(=O)[nH]c(=O)n2C	-0.7	0.1	1.3	0.4	-1.8	7.3	-2.1	12.1	3.7
CCOC(=O)c1c(/N=C/c2ccc(C)cc2O)sc2c1CCN(C)C2	2.9	0.8	-0.9	0.8	-1.1	8.0	1.4	-40.8	2.6
O=C(O)Cn1cnc2scc(-c3cccs3)c2c1=O	0.2	1.0	4.1	0.9	0.4	4.2	0.5	.	.
COc1cc(OC)cc(C(=O)O/N=C(\N)c2ccccn2)c1	0.2	0.6	-3.0	0.0	-4.9	-20.3	-0.2	19.8	-3.4
Cc1ccc(C(=O)O)cc1-n1c(C)cc(C=O)c1C	-1.5	1.1	3.6	1.1	0.6	0.2	0.3	28.8	-29.9
CCn1c2ccccc2c2cc(NC(=O)CNC)ccc21	-0.5	-1.4	3.9	0.7	-0.8	-17.5	-0.5	-32.8	-10.1
CSc1ccccc1NC(=O)C1CC(c2ccccc2O)=NO1 (stereo not given)	0.9	0.0	3.1	0.2	-2.8	-3.8	-2.4	-2.9&-17.1	12.1
O=C(CN1CCN(c2cccc(Cl)n2)CC1)N1CC(O)CO1 (stereo not given)	1.0	0.7	7.8	1.5	0.2	1.1	-2.7	-0.8	-2.2

Exported as labelled records: part of the list above.
CSc1ccccc1NC(=O)C1CC(c2ccccc2O)=NO1 (stereo not given)
  TRPN1 ag: 0.9; PERK inhibitor: 0.0; BaF3 parental: 3.1; TRPML3 agonist: 0.2; Ba/F3 V617F tox: -2.8; S1P4 antag: -3.8; S1P4 ag: -2.4; EP2 modulator: -2.9&-17.1; m-calpain inh: 12.1

N#Cc1cccnc1N1CCN(C(=O)COCC(=O)O)CC1
  TRPN1 ag: 2.1; PERK inhibitor: -0.4; BaF3 parental: -3.5; TRPML3 agonist: 0.2; Ba/F3 V617F tox: 0.1; S1P4 antag: 0.6; S1P4 ag: 2.4; EP2 modulator: 17.3; m-calpain inh: -101.2

CCn1c2ccccc2c2cc(NC(=O)CNC)ccc21
  TRPN1 ag: -0.5; PERK inhibitor: -1.4; BaF3 parental: 3.9; TRPML3 agonist: 0.7; Ba/F3 V617F tox: -0.8; S1P4 antag: -17.5; S1P4 ag: -0.5; EP2 modulator: -32.8; m-calpain inh: -10.1

O=C(CN1CCN(c2cccc(Cl)n2)CC1)N1CC(O)CO1 (stereo not given)
  TRPN1 ag: 1.0; PERK inhibitor: 0.7; BaF3 parental: 7.8; TRPML3 agonist: 1.5; Ba/F3 V617F tox: 0.2; S1P4 antag: 1.1; S1P4 ag: -2.7; EP2 modulator: -0.8; m-calpain inh: -2.2

The list goes on:
SMILES	TRPN1 ag	PERK inhibitor	BaF3 parental	TRPML3 agonist	Ba/F3 V617F tox	S1P4 antag	S1P4 ag	EP2 modulator	m-calpain inh
O=C(NCCN1CCCC1)c1ccc(Cn2c(=S)[nH]c3ccc(Br)cc3c2=O)cc1	-0.4	0.3	6.7	0.6	0.4	-10.9	-0.8	-20.4	-18.4
Cc1cc(Cl)c(OCCCN(C)C)c(Br)c1	-1.9	0.0	4.6	0.6	0.1	-10.4	-0.5	-3.5	-10.7
Cc1[nH]c2ccccc2c1-c1ccc(Cl)nn1	0.7	0.6	4.1	0.1	-0.8	2.5	1.2	-24.2	-2.5
CCOc1ccc(S(=O)(=O)N/N=C(\C)c2ccc(Cl)c(Cl)c2Cl)cc1	3.5	1.0	4.2	1.1	-1.4	-23.6	6.8	-12.7	-13.2
O=C(Cn1c(=O)n(-c2ccc(F)cc2)c(=O)c2sccc21)NC1CCCCC1	0.3	0.9	-0.2	-0.8	0.0	-2.9	0.4	19.6	-24.8
CCCCNC(=O)NCC(=O)Nc1ccc(F)c(F)c1	0.6	1.8	4.4	0.1	1.8	16.8	-0.7	4.3	-11.2
CN=C1S/C(=C\c2ccc(Sc3ccc(Cl)cc3)o2)C(=O)N1C	0.1	1.1	7.2	-0.6	6.3	1.8	-1.9	38.7	-231.3
S=C(NC12CC3CC(CC(C3)C1)C2)N1CCCC1	1.3	0.9	5.5	1.1	-0.2	-5.7	-1.7	1.5	-7.2
C=CCn1c(SCC(=O)Nc2nccs2)nnc1-c1cc2cccc(OC)c2o1	0.2	1.3	4.4	-0.1	-0.9	12.5	0.8	3.2	-8.4
Cc1ccc(S(=O)(=O)NC2=NCN(Cc3ccccc3)CN2)cc1	-0.1	1.0	9.9	-0.8	5.4	-7.3	-0.1	-25.5	2.6
O=C(CN1C(=O)C2C3C=CC(C4CC34)C2C1=O)Nc1cnc2ccccc2c1 (stereo not given)	-0.2	-0.2	1.2	0.8	-3.4	8.9	0.6	-29.2	-6.5
COc1ccc(C(=O)NNC(=O)Nc2ccc(C)cc2)cc1	0.7	1.3	6.8	0.5	5.4	-6.1	-0.1	-10.8	19.3
Cc1cc(Cl)ccc1OCC(=O)NCCC(=O)O	3.1	2.5	3.8	0.4	0.8	14.5	-0.1	12.3	29.2
CCC(C(=O)N1CCN(S(C)(=O)=O)CC1)c1ccccc1 (stereo not given)	-0.3	0.1	1.7	-0.1	-3.4	-7.7	0.1	23.0	-15.0
O=C(NCc1ccco1)c1ccc(Cl)c(S(=O)(=O)Nc2ccccc2)c1	0.5	0.2	1.4	0.2	4.5	4.4	2.8	-9.6	22.9
CCn1c(CSc2n[nH]c(N)n2)nc2cc(C(=O)O)ccc21	0.3	0.2	1.1	-0.8	-0.8	2.8	-4.1	24.3	4.2
O=C(CSc1nnc(-c2ccc(C(F)(F)F)cn2)o1)Nc1cccc(Cl)c1	1.0	-1.3	3.4	0.0	0.8	5.0	0.9	2.6	18.6
CC1=CC(C)(C)N=C(Nc2nc(C)c3cc(C)cc(C)c3n2)N1	-0.6	-0.5	2.7	0.5	7.3	-22.1	1.7	-65.6	-13.7
COc1cccc(/C=C/C(=C2\C(=O)N(c3ccccc3)N=C2C)c2ccc(Br)cc2)c1OC	1.4	1.4	5.5	0.6	-1.6	-33.2	0.8	.	.
COc1ccc(NC(=O)COC(=O)c2cccc(S(=O)(=O)N(C)C)c2)cc1	0.3	0.3	7.3	1.2	0.9	13.4	0.4	0.8	-12.0
O=C(NCC1OCCc2ccccc21)c1ccc(NC(=O)c2ccc(Cl)cc2)cc1 (stereo not given)	8.6	0.1	6.2	2.5	-1.1	-16.5	1.7	10.9	-29.7
CCc1nc(N2CCCC2)c(C#N)c2c1CCCC2	-0.5	1.5	4.1	0.6	-3.3	-7.2	-3.4	29.8	-104.9
COc1ccc(C)cc1Nc1nc(-c2c(C)[nH]c3ccccc23)cs1	0.5	-0.5	2.1	1.1	-2.7	11.6	2.3	28.2	-30.7
O=C(Nc1cccnc1)c1ccco1	3.2	1.1	6.2	0.8	1.0	-21.9	0.8	16.8	-29.8
CCC(C)(C)C(=O)Nc1cc([N+](=O)[O-])ccc1F	1.1	1.1	3.8	0.2	0.0	-5.5	0.4	6.8	-6.2
Cc1ccc(CC2CC(=O)N(c3ccc4c(c3)OCCO4)C2=O)cc1 (stereo not given)	0.0	0.5	2.5	0.4	-0.1	3.7	0.6	9.6	-1.2
CCOC(=O)C(C)n1cnc2c(nnn2Cc2ccc(C)cc2)c1=O (stereo not given)	-0.5	0.0	0.6	0.1	1.4	1.8	1.8	12.8	-13.9
CCCc1nnc(SCC(=O)Nc2ccc(OC)cc2)n1N	3.0	1.1	7.0	1.0	1.3	-6.6	0.6	13.3	-21.0
COc1cc([N+](=O)[O-])cc(/C=N/NC(=O)C(C)Nc2cccc(C)c2)c1O (stereo not given)	-1.4	0.5	-3.3	-0.4	-4.1	-14.4	3.4	-14.1	-24.8
O=C(NNC(=O)c1sccc1-n1cccc1)c1cccc(Cl)c1	1.3	0.0	9.2	-0.1	2.1	8.6	-2.2	7.4	-23.8
O=C(c1cccs1)N1CCC(N2CCN(c3ccccc3)CC2)CC1	-0.3	-0.9	9.7	0.5	1.9	-10.8	0.1	18.7	-55.5
Cc1ccc(N=C2NC(=O)/C(=C/c3cccnc3)S2)cc1C	0.5	0.7	1.8	0.6	-3.5	-16.9	-0.1	-31.3	-3.8
CCCCC(=O)Nc1ccc(C(=O)OC2CCCCC2)cc1	0.0	-0.7	10.4	0.9	3.2	-8.9	-1.4	-25.2	22.5
Cc1nc(SCC(N)=O)c(C#N)c(C)c1C	1.6	-1.1	3.2	0.4	1.8	6.4	-1.4	-6.8	-1.8
COc1ccc(-c2ccc(SCC(=O)NCc3ccc4c(c3)OCO4)nn2)cc1OC	0.6	-0.1	5.0	0.6	0.3	2.5	0.2	-36.2	6.2
Fc1ccc(Cn2nnc(-c3ccc(CN4CCOCC4)cc3)n2)cc1	1.8	-0.8	0.1	-0.4	-2.3	-15.9	0.9	-1.0	11.6
N/C(=N\OC(=O)CN1C(=O)c2ccccc2C1=O)c1ccc(Cl)cc1	2.6	1.4	8.8	0.7	3.0	-22.1	0.6	-35.5	10.9
O=C(CCc1ccc(S(=O)(=O)NCc2ccccc2)cc1)NCc1ccco1	-0.3	0.4	2.5	0.5	-4.5	-3.7	0.4	-1.1	2.4
